# Screening results as filed in PubChem.
# KLK7 zymogen act: proKLK7 (human) activation, primary screen. hit rate 0.9% among 370,000. P49862. activation, % at 7 µM. AID 652039. purified proKLK7, EDANS-DABCYL substrate fluorescence; 100% is mature enzyme control, 0% vehicle;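 active means activation above the mean of all tested compounds plus 3 SD, computed per campaign excluding outliers beyond control limits, cut at about 13% in these data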
# HGIII-sPLA2 inh: Inhibits HGIII-sPLA2 liposome hydrolysis, primary screen; Q9NZ20; QFRET BODIPY PC-A2 liposome hydrolysis, fluorescence; inhibition, % at 12.2 µM; hit rate 0.56% among 370,000; AID 743126;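 active means inhibition above mean plus 3 SD of compounds lying within the high and low control bounds, cut at about 19% in these data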;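 further: 0% = median of test compound wells and 100% = no enzyme DMSO wells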
# Target sequence (Q9NZ20 whole entry, looked up): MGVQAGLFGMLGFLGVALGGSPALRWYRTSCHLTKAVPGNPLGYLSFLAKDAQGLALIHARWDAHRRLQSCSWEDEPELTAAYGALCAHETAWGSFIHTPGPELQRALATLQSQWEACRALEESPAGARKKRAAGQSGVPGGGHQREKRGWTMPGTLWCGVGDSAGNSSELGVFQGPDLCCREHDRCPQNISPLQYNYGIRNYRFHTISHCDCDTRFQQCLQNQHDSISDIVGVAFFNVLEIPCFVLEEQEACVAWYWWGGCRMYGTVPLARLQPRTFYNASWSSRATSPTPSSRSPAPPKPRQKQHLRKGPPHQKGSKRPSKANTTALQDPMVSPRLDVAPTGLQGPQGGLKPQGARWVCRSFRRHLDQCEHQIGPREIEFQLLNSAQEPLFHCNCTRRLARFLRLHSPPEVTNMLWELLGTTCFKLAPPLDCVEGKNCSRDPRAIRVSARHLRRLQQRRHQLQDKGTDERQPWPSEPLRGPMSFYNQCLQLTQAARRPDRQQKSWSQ
# UHRF1 binding: UHRF1 methyl-DNA binding inhibition; UHRF1 binding to methylated oligo, TR-FRET; hit rate 0.75% among 370,000; AID 687016; inhibition, % at 4.4 µM; in the data active means inhibition above about 21%;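 further: UHRF1 SRA domain binding a hemimethylated CpG hairpin DNA probe; 0% = median of test compound wells and 100% = reference inhibitor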
# PLC-beta3 inh: blocks human PLC-beta3 enzyme activity; Purified PLC-beta3, fluorogenic substrate, fluorescence; AID 720704; hit rate 0.18% among 370,000; Q01970; inhibition, % at 12.2 µM; in the data active means inhibition above about 11%;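 further: 0% = median of compound wells on plate and 100% = full blocker control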
# Rev-erbA mod: modulators of human Rev-erb alpha DNA binding; P20393; Rev-erbα–FITC-DNA binding, fluorescence polarization, 90 min; activity, % at 10 µM; hit rate 0.79% among 370,000; AID 1259318;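 active means activity above about 14%, limit read from the data; passing the limit was not always enough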;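 further: 0% = DMSO wells with 35 nM protein and 100% = DMSO wells with 750 nM protein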
# DDE Tn7 FP inh: inhibitors of Tn7 peptide binding to human fibrin DD(E); FP displacement of FITC-Tn7 peptide from fibrin DD(E); 0% = median of compound wells per plate; AID 720508; hit rate 0.13% among 370,000; inhibition, % at 8.3 µM;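 active means inhibition above the mean of compounds falling within the control limits plus 3 SD of them, cut at about 14% in these data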;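 further: 0% = plate median of compound wells and 100% = 10 µM Aha-Tn7 peptide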
# Target sequence (P02675 whole entry, looked up): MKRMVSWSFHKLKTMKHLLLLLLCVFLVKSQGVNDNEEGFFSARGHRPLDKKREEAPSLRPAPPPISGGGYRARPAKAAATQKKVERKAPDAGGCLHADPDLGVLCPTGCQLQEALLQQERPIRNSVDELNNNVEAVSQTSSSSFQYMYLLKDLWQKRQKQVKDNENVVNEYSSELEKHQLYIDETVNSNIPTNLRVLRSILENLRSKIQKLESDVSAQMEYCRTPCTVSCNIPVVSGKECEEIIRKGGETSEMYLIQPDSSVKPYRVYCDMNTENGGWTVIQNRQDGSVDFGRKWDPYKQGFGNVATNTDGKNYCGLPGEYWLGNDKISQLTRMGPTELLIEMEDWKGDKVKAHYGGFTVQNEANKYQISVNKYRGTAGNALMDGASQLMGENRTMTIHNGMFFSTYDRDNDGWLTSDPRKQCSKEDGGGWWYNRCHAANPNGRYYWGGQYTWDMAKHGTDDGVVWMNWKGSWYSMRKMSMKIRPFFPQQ
#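 Assay system: Human fibrin DD(E) protein | Medium: Tris buffer with calcium and detergent, pH 7.8 | Reagent: 0.1 µM fluorescent Tn7 | Compound dosing: Single point at 8.3 µM | Times: 10 min preincubation, 3 h with tracer, room temperature | Detection: Fluorescence polarization of the labelled Tn7 tracer | Controls: Aha-Tn7 high control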
# ARFGAP1 inhibitor: inhibitors of rat ARFGAP1 | hit rate 0.26% among 360,000 | inhibition, % at 16.5 µM | AID 651572 | Arfgap1-stimulated ARF1 GTP hydrolysis, GDP FP detection | Q62848;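 active means inhibition above a per-plate limit, mean inhibition of low control wells plus 3 SD, cut at about 25% in these data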;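 further: 0% = DMSO wells with enzyme and 100% = wells lacking Arfgap1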
#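 Material: rat Arfgap1 catalytic domain, aa 1-136; also added: human ARF1(Δ1-17)-GTP substrate; compound dosing: one concentration, 16.5 µM, DMSO 1.26%; incubation: GTP hydrolysis reaction 2 h at 25 °C; measured by: Tracer-displacement fluorescence polarization with EDTA stop, 620/688 nm; evaluation: % inhibition from polarization; repeats: one replicate per compound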
# Tn6 DDE FP: inhibitors of Tn6 peptide binding to human fibrin DD(E). hit rate 0.21% among 370,000. inhibition, % at 8.3 µM. Fibrin DD(E) TRITC-Tn6 fluorescence polarization displacement;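 active means inhibition above a per-campaign cutoff: mean of compounds within control limits plus 3 SD, cut at about 15% in these data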;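 further: 0% = median of all compound wells on the plate and 100% = blocking peptide control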
# PLCg1 inh: blocks human PLC-gamma1 enzyme activity | hit rate 0.84% among 370,000 | purified PLC-gamma1, fluorogenic substrate, fluorescence | inhibition, % at 12.2 µM | P19174; in the data active means inhibition above about 9.5%
# ASAP1 GAP inh: ASAP1 ArfGAP inhibition; hit rate 0.19% among 360,000; Q9ULH1; inhibition, % at 16.5 µM; ASAP1-stimulated ARF1 GTP hydrolysis, GDP FP detection; in the data active means inhibition above about 25%;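 further: 0% = vehicle with enzyme and substrate and 100% = no enzyme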
# Numbers without * were called inactive; x = no result given.
SMILES	KLK7 zymogen act	HGIII-sPLA2 inh	UHRF1 binding	PLC-beta3 inh	Rev-erbA mod	DDE Tn7 FP inh	ARFGAP1 inhibitor	Tn6 DDE FP	PLCg1 inh	ASAP1 GAP inh
N/C(Cc1cccs1)=N\OC(=O)COc1ccc(Cl)cc1Cl	0.5	-6	0	0	1	4	-15	5	0	6
O=C(NCCC1=CCCCC1)c1ccc2c(c1)N(Cc1ccccc1)C(=O)CS2	0.6	-10	6	9	-6	-5	-6	-6	11*	7
COc1ccc(N(CC(=O)Nc2cc(C)ccc2C)S(=O)(=O)c2c(C)noc2C)cc1	-0.1	-4	-1	-1	-5	-3	7	8	2	1
C[C@H]1COC(=O)[C@H](Cc2ccc(F)cc2)C/C=C\C[C@H](CC(=O)N(CCO)Cc2ccccc2)C(=O)N1	-0.8	-1	-2	1	-2	-1	-10	0	-1	11
O=C(O)CCC(=O)OC1CC2CCC1C2 (centres undefined)	-0.1	-3	7	4	3	3	1	-4	1	7
CCOC(=O)C1CCCN(C(=O)c2cc3cc(OC)c(OC)cc3[nH]2)C1 (centres undefined)	3.0	4	3	-58	0	0	4	2	-43	1
O=S(=O)(c1ccc(Oc2ncnc3scc(-c4ccccc4)c23)cc1)N1CCOCC1	0.5	-12	1	-2	-3	-2	8	4	-2	14
COc1ccc(OC)c(NC(=O)C(C)OC(=O)c2cc3ccccc3[nH]2)c1 (centres undefined)	0.0	-20	-1	-10	-2	-3	6	-4	1	2
COc1ccc(CCN2CC(C(=O)NCc3nc(C)c(C)s3)CCC2=O)cc1 (centres undefined)	0.1	0	-2	-1	1	-6	-5	6	3	-2
O=[N+]([O-])c1ccc(NC(=S)N2CCN(c3ccc(F)cc3)CC2)cc1	-0.1	4	-1	8	-1	-2	11	-8	2	14
Cc1nnsc1Sc1ccccc1	-0.1	1	-1	2	0	0	-9	9	3	2
O=C(OC1CCCCC1=O)c1cccc(S(=O)(=O)NCc2ccccc2)c1 (centres undefined)	-0.1	-12	-2	0	0	0	2	1	0	-4
CC(C)NC(=O)c1ccccc1NC(=O)CN(c1ccc2c(c1)OCO2)S(C)(=O)=O	-0.3	8	2	-3	-6	2	30*	5	-2	-13
Cc1ccc(C2=CSC3=NS(=O)(=O)CCN23)cc1C	0.1	2	-2	0	-1	2	-8	-3	1	-19
Cc1ccc(SCC(=O)NCCc2ccc(F)cc2)cc1	-0.6	12	7	0	-6	5	-8	-5	3	6
Cc1cc(C)cc(N(CCC#N)C(=O)COC(=O)Cn2[nH]c(=O)c3ccccc3c2=O)c1	-0.3	-8	0	0	1	-3	4	9	0	-5
O=C(CN1C(=O)CSC1=O)Nc1ccc(N2CCOCC2)cc1	-0.1	-4	4	0	-1	-2	-2	-4	2	11
COc1cc(/C=N/NC(=O)c2csc3c2CCCC3)ccc1OCCN1CCOCC1	-0.1	-1	2	-8	-2	-3	3	-3	-3	6
C#CCN(C[C@@H]1[C@@H](OC(=O)NC2CC2)[C@@H](OC(=O)NC2CC2)Cn2c(=O)n(CCCCCC)c(=O)n21)S(=O)(=O)c1ccc(C)cc1	-0.2	-14	0	0	0	2	-7	3	2	-3
COC(=O)c1cnc(SCC(=O)c2ccccc2)n1C	0.6	-22	-2	-2	-5	4	-3	2	0	13
CC(=O)CCC1CC(c2ccc(Cl)cc2)=NO1 (centres undefined)	0.2	2	2	2	0	7	-1	-5	-2	-5
O=C(NCc1ccccn1)c1n[nH]c2ccccc12	-0.1	-3	0	4	2	-2	-6	-1	-1	10
CN(C(=O)c1cc(S(=O)(=O)N2CCc3ccccc32)cn1C)C1CCCCC1	0.5	-12	0	2	6	-6	2	-2	3	-1
O=C(CCNC(=O)c1ccccc1Cl)Nc1cccc(C(F)(F)F)c1	-0.7	-6	-2	4	-1	-1	-4	-3	1	5
O=C(NCc1ccccn1)c1cccc(NS(=O)(=O)c2ccccc2F)c1	-0.2	0	1	2	1	0	-5	0	-2	4
CCN(CC)CCCOc1ccc(Cl)c(Cl)c1	0.6	8	2	0	2	0	11	0	-2	-3
CCCc1cc(=O)n2[nH]cc(-c3ccc(Cl)cc3)c2n1	-14	-19	-2	-137	-2	-4	-10	0	-117	-8
Cc1csc(=Nc2ccccc2)n1C	-0.6	-2	-2	6	1	1	-11	-4	1	-6
COc1ccc(-c2nc(C)sc2CC(=O)O)cc1OC	-0.3	1	4	0	3	0	-10	6	1	0
COc1ccccc1OCCC(=O)O	0.0	4	0	-3	-5	0	-2	-9	4	4

# An excerpt of these results, with values ahead of the structure:
KLK7 zymogen act	HGIII-sPLA2 inh	UHRF1 binding	PLC-beta3 inh	Rev-erbA mod	DDE Tn7 FP inh	ARFGAP1 inhibitor	Tn6 DDE FP	PLCg1 inh	ASAP1 GAP inh	Molecule
-0.6	12	7	0	-6	5	-8	-5	3	6	Cc1ccc(SCC(=O)NCCc2ccc(F)cc2)cc1
-0.3	-8	0	0	1	-3	4	9	0	-5	Cc1cc(C)cc(N(CCC#N)C(=O)COC(=O)Cn2[nH]c(=O)c3ccccc3c2=O)c1
-0.1	-4	4	0	-1	-2	-2	-4	2	11	O=C(CN1C(=O)CSC1=O)Nc1ccc(N2CCOCC2)cc1
-0.1	-1	2	-8	-2	-3	3	-3	-3	6	COc1cc(/C=N/NC(=O)c2csc3c2CCCC3)ccc1OCCN1CCOCC1
-0.2	-14	0	0	0	2	-7	3	2	-3	C#CCN(C[C@@H]1[C@@H](OC(=O)NC2CC2)[C@@H](OC(=O)NC2CC2)Cn2c(=O)n(CCCCCC)c(=O)n21)S(=O)(=O)c1ccc(C)cc1
0.6	-22	-2	-2	-5	4	-3	2	0	13	COC(=O)c1cnc(SCC(=O)c2ccccc2)n1C
0.2	2	2	2	0	7	-1	-5	-2	-5	CC(=O)CCC1CC(c2ccc(Cl)cc2)=NO1 (centres undefined)
-0.1	-3	0	4	2	-2	-6	-1	-1	10	O=C(NCc1ccccn1)c1n[nH]c2ccccc12
0.5	-12	0	2	6	-6	2	-2	3	-1	CN(C(=O)c1cc(S(=O)(=O)N2CCc3ccccc32)cn1C)C1CCCCC1
-0.7	-6	-2	4	-1	-1	-4	-3	1	5	O=C(CCNC(=O)c1ccccc1Cl)Nc1cccc(C(F)(F)F)c1
-0.2	0	1	2	1	0	-5	0	-2	4	O=C(NCc1ccccn1)c1cccc(NS(=O)(=O)c2ccccc2F)c1
0.6	8	2	0	2	0	11	0	-2	-3	CCN(CC)CCCOc1ccc(Cl)c(Cl)c1
-14	-19	-2	-137	-2	-4	-10	0	-117	-8	CCCc1cc(=O)n2[nH]cc(-c3ccc(Cl)cc3)c2n1

# The listing continues.
SMILES	KLK7 zymogen act	HGIII-sPLA2 inh	UHRF1 binding	PLC-beta3 inh	Rev-erbA mod	DDE Tn7 FP inh	ARFGAP1 inhibitor	Tn6 DDE FP	PLCg1 inh	ASAP1 GAP inh
CN1CCN(c2cc(-c3cc(O)c4ncccc4c3)ccn2)CC1	0.6	18	-10	-7	4	6	3	-8	-8	-3
Cn1c(SCC(=O)Nc2ccc(N3CCOCC3)c(Cl)c2)nnc1C(O)c1ccccc1 (centres undefined)	-0.5	-7	1	2	-3	-14	9	-3	-2	1
O=C(c1ccc(F)c(S(=O)(=O)N2CCOCC2)c1)N1CCc2ccccc21	-0.2	0	2	-10	-7	-2	7	4	4	-2
Cc1onc(-c2ccccc2Cl)c1C(=O)N1CCN(c2cccc(Cl)c2)CC1	0.2	2	6	0	3	5	-11	0	1	-1
COCCn1c(SCC(=O)N2CC(=O)Nc3ccccc32)nc2ccccc2c1=O	-0.5	4	-1	-8	-3	-4	-11	-1	-158	1
O=C(O)COc1ccccc1/C=N/NC(=O)CSc1nnc(SCc2cccc3ccccc23)s1	0.1	-10	-3	-11	4	4	-11	0	-1	2
Cc1ccc2c(c1)c(N=O)c(O)n2Cc1ccc(Cl)cc1	0.4	-49	3	-2	4	4	-1	0	-2	0
COc1ccc(/C=C/S(=O)(=O)NCc2ccc(F)cc2)c(CNC(=O)OC(C)(C)C)c1	-0.4	-1	2	-5	5	2	x	-3	0	x
O=C(O)c1ccccc1CSc1ncccc1C(=O)O	-0.6	6	0	0	3	0	3	-3	-2	5
CC(C)CN(C(=O)COC(=O)/C=C/c1ccc(Cl)c(Cl)c1)c1c(N)n(Cc2ccccc2)c(=O)[nH]c1=O	0.1	7	-2	3	3	10	-6	0	-2	-2
Cc1ccc(NC(=O)Nc2cccc([N+](=O)[O-])c2)cc1F	0.2	-22	2	5	-3	-7	2	-24	7	2
O=C(Nc1ccc(Br)cc1F)C1CCCO1 (centres undefined)	-0.2	-1	4	5	-3	-8	-4	-5	3	12
O=C(CNC(=O)c1ccco1)NCC(=O)OCc1cccc(Cl)c1	-0.1	1	-3	4	-3	-1	2	1	1	4
CCOc1ccc(CNC(=O)CN2C(=O)CSc3ccc(S(=O)(=O)N4CCOCC4)cc32)cc1OC	-0.2	3	-1	-5	-4	-1	-2	-6	-1	3
CCCOc1ccc(C2C(C#N)=C(N)Oc3nc[nH]c(=O)c32)cc1OC (centres undefined)	0.0	9	2	1	-1	-5	-6	-1	0	9
O=C(CN(Cc1ccc(F)cc1)C(=O)CCC(=O)Nc1nccs1)NCC1CCCO1 (centres undefined)	-0.1	-3	0	-3	1	4	-2	1	-1	5
COc1ccc(-c2cc(C(=O)NNC3=NCCC3)c3c(C)nn(-c4ccccc4)c3n2)cc1	-0.5	1	2	-46	2	9	-6	-2	-28	16
O=C(CN1CCCCC1)N/N=C/c1cc2ccccc2nc1Cl	-0.5	4	-2	0	-2	10	-11	2	2	-12
O=C(Nc1nccs1)c1ccccc1[N+](=O)[O-]	-0.2	12	3	1	2	3	-6	2	-2	8
O=C(NCc1ccccc1)NC1(C(=O)N2CCOCC2)CCCCC1	-0.2	5	-1	0	11	-4	-6	0	-4	17
O=[N+]([O-])c1cccc2c(Cl)ccnc12	-0.5	0	-1	-22	-4	6	0	-2	2	-5
CC1CCC2(CC1)NC(=O)N(CC(=O)Nc1cccnc1Cl)C2=O (centres undefined)	-0.2	-3	-2	-4	-2	-4	-1	-3	0	0
CC1(C(=O)NS(=O)(=O)c2ccc(C#N)cc2)CCN1C(=O)Cc1ccc(-c2ccccc2)cc1 (centres undefined)	0.0	-17	0	-4	6	-3	-4	0	-6	-3

# Not a hit list (roughly 4.5% active in at least one column).
